# FBW7 activator = FBW7 E3 ligase activators, primary screen, biochemical, AlphaScreen, human. F-box/WD repeat-containing protein 7 (Homo sapiens), Q969H0. AlphaScreen FBW7–phospho-cyclin E peptide binding, activator screen. normalized activity (activation), % at 26.1 µM. 650,000 tested, 0.13% active. AID 1259310, 2017; in the data active = normalized activity above about 1.9%;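 also: purified mutant Fbw7 with reduced substrate affinity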
# Target sequence (Q969H0 whole entry, looked up): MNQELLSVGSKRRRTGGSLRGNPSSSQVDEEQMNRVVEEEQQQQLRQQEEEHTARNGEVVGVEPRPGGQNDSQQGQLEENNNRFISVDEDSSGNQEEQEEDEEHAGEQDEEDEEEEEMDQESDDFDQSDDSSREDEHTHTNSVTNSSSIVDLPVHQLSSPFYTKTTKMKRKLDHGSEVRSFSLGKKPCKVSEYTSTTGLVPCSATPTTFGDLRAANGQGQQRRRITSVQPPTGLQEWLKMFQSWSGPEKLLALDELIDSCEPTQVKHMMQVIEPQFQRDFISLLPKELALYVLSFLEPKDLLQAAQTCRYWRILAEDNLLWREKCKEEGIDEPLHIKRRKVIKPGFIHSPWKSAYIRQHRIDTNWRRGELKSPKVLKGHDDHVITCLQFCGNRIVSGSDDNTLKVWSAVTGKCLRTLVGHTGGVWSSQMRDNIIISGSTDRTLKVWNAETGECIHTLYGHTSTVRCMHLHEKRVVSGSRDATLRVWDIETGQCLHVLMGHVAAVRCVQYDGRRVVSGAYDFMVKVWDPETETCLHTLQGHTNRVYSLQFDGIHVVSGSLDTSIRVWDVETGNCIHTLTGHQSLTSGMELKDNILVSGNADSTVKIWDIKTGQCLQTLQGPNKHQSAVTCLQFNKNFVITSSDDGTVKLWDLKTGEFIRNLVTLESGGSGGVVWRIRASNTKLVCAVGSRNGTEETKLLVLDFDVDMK
# MITF primary = MITF inhibitors, primary screen, biochemical, AlphaScreen, human; AlphaScreen MITF homodimerization, bead proximity signal; inhibition, % at 2.6 µM; 650,000 tested, 0.91% active; AID 1259374, 2018; in the data active = inhibition above about 50%;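 also: 0% = vehicle wells with protein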
# GPR151 activ = activators of human GPR151, primary screen, cell-based, PathHunter beta-arrestin, luminescence; activation, % at 11.2 µM; 650,000 tested, 1% active; AID 1508602, 2020; G-protein coupled receptor 151 (Homo sapiens), Q8TDV0; PathHunter beta-arrestin GPR151 cells; in the data active = activation above about 4.9%;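 also: 0% = median of compound wells and 100% = cells with positive control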
# TEAD-YAP block = TEAD-YAP interaction inhibition, primary screen, TEAD-YAP interaction inhibitor project, luminescence, HEK-TIYL cells | AID 1259422, 2018 | inhibition, % at 9.12 µM | TEAD-Gal4/YAP UAS-luciferase luminescence | 640,000 tested, 1.4% active; in the data active = inhibition above about 32%;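 also: 0% = median of test compound wells and 100% = reference inhibitor wells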
# Numbers without * were called inactive.
# The opening 2 compounds, ahead of the listing:
Molecule	FBW7 activator	MITF primary	GPR151 activ	TEAD-YAP block
CCOCCn1c(=NC(=O)c2ccc3c(c2)OCCO3)sc2cc(OC)c(OC)cc21	0.5	-6	-1.5	-24
COC(=O)C1=C(C)NC(=O)NC1c1cc(Cl)c(OCC(=O)O)c(OC)c1 (stereo unspecified)	0.1	-30	1.8	-8

# All compounds of this part, from the first entry:
Molecule	FBW7 activator	MITF primary	GPR151 activ	TEAD-YAP block
CCOCCn1c(=NC(=O)c2ccc3c(c2)OCCO3)sc2cc(OC)c(OC)cc21	0.5	-6	-1.5	-24
COC(=O)C1=C(C)NC(=O)NC1c1cc(Cl)c(OCC(=O)O)c(OC)c1 (stereo unspecified)	0.1	-30	1.8	-8
O=C(Nc1ccccc1)c1cc(S(=O)(=O)N(CCO)CCO)ccc1Br	0.0	1	-1.7	-6
Cc1cc(/C=C(/C#N)C(=O)NC(C)C)c(C)n1-c1ccc2c(c1)OCO2	0.1	-13	-1.3	-33
NC(=O)C1(N2CCCCC2)CCN(CC(=O)Nc2ccc(Br)cc2C(=O)c2ccccc2Br)CC1	0.0	5	-0.9	-5
COc1cccc(CC(C2CCN(C(=O)C3CCCO3)CC2)N(C)C(=O)c2ccco2)c1 (stereo unspecified)	0.0	11	0.7	-18
COc1ccccc1CN1C(=O)C2C3CCC(C3)C2C1=O (stereo unspecified)	0.1	2	1.5	7
NCC(O)COc1ccc2ccccc2c1 (stereo unspecified)	0.0	-5	-0.4	-5
CC(C)=CCN1CCN(Cc2coc3ccc(C)cc3c2=O)CC1CCO (stereo unspecified)	-0.1	0	-1.2	-4
CC(C)c1nnc2n1CCN(C(=O)CN1CC(c3ccccc3)CC1=O)CC2 (stereo unspecified)	0.2	18	-1.3	-6
COc1cccc2cc(C(=O)NNC(=O)CC#N)c(=O)oc12	-0.2	15	-0.5	-2
O=C1c2ccccc2C(Nc2ccc3c(c2)OCCO3)N1c1ccccn1 (stereo unspecified)	0.4	13	-2.2	0
O=C(ON1C(=O)c2ccccc2C1=O)c1cccc(N2C(=O)c3ccccc3C2=O)c1	0.1	-2	-0.8	-3
CCOC(=O)N1CCC(NC(=O)c2cc(Sc3ccc(F)cc3)nc3ccccc23)CC1	-0.2	-2	-1.4	-7
CCCn1c(-c2nonc2N)nc2ccccc21	-0.2	1	0.9	12
COc1ccccc1NC(=O)c1cc(S(=O)(=O)NC2CCCCC2)ccc1F	-0.2	-4	-1.4	-1
Cn1c(CCNC(=O)/C=C/c2cccc(F)c2)nnc1SCCN1CCOCC1	1.0	16	-1.1	4
COc1ccccc1NC(=O)Cn1nc2n(C(C)C)c3ccccc3n2c(=O)c1=O	0.7	14	-1.1	1
Cc1c(C(=O)NCCC2=CCCCC2)cccc1[N+](=O)[O-]	-0.2	-2	-0.8	-71
COc1cc(/C=C2/C(=N)N3N=C(C)SC3=NC2=O)ccc1OCCOc1ccc(C)cc1C	0.0	3	0.4	8
COc1cc(NC2=CC(=O)CC(C)(C)C2)c(OC)cc1Cl	0.0	4	0.9	7
COc1ccccc1C(=O)Nc1cc2ccc(OC(C)=O)cc2oc1=O	0.2	-5	-0.6	0
C/C(=N\NC(=O)c1cc(C)[nH]n1)c1ccc2ccccc2c1O	-0.1	-36	0.2	-19
Cc1ccc(S(=O)(=O)CCC(=O)OCC(=O)c2c[nH]c3ccccc23)cc1	0.1	4	0.5	7
O=[N+]([O-])c1ccccc1S(=O)(=O)Nc1ccc(S(=O)(=O)Nc2nccs2)cc1	0.1	-4	-0.2	-3
CCCCN(Cc1cc2cc(OC)ccc2[nH]c1=O)S(C)(=O)=O	-0.1	11	-0.6	-6
CCCCN(CC)C(=O)CSc1nc2c(sc(=S)n2-c2ccccc2OCC)c(=O)n1-c1ccccc1	0.1	19	-2.0	9
CCNS(=O)(=O)c1ccc(Cl)c(Cl)c1OC	0.3	5	-0.4	-1
CCC(C)(C)C1CCC(=NNC(=O)COc2ccc(C#N)cc2)CC1 (stereo unspecified)	-0.1	4	0.0	3
COc1ccc(S(=O)(=O)N2CCOCC2)c(C)c1	0.7	19	2.6	-5
COc1cc(OC)c(-c2nc(-c3ccccc3)c(-c3cc([N+](=O)[O-])ccc3OC)[nH]2)cc1OC	0.0	4	-0.2	-4
O=C(Nc1nc(-c2cc([N+](=O)[O-])cs2)cs1)c1ccc(S(=O)(=O)N2CCc3ccccc32)cc1	0.2	-3	1.1	9
COC(=O)C1C(=O)NC(SCC(N)=O)=C(C#N)C1c1ccccc1Cl (stereo unspecified)	0.1	0	-0.6	7
O=C(CC1Nc2ccccc2NC1=O)Nc1ccc(OC(F)F)cc1 (stereo unspecified)	0.3	7	-0.5	-7
Cn1cc(CN2CCc3nnc(-c4ccccc4)n3CC2)cn1	-0.1	-9	-1.0	1
COc1ccc(C(CC(=O)N(C)Cc2ccccc2)n2cccc2)cc1 (stereo unspecified)	-0.2	10	-1.0	-7
CCC(=O)N1c2ccc(S(=O)(=O)CCC(=O)Nc3cc(C)cc(C)c3)cc2CC1C (stereo unspecified)	-0.1	-4	-0.3	16
Cc1cccc(NC(=O)c2sc3ncnc(N4CCN(c5ccccc5)CC4)c3c2C)n1	0.1	-13	-0.5	-5
O=C(NCCCn1ccnc1)c1ncoc1-c1ccc2ccccc2c1	0.0	-1	1.4	4
O=C(Cn1cnc2ccccc21)N/N=C/c1ccccc1Br	0.0	19	0.4	12
COc1ccccc1C(=O)NCc1nnc(SCC(=O)N2CCCc3ccccc32)n1-c1cccc(C)c1	-0.1	-11	3.7	13
O=C(Nc1ncn[nH]1)c1ccccc1NS(=O)(=O)c1ccc(Br)cc1	0.1	20	0.0	-2
COc1cccc(C(=O)c2c(C)c(CCC#N)n3ccccc23)c1OC	-0.1	-4	3.3	0
COC(=O)c1cc(-c2ccccc2)nc2ccccc12	-0.1	-15	0.1	6
COc1ccc(C2C(C(=O)N(C)C3CCCCC3)c3ccccc3C(=O)N2c2ccc(OC)cc2)cc1 (stereo unspecified)	0.3	0	-1.4	14
O=C(Nc1ccc(NC(=O)c2cc(Br)ccc2Cl)cc1)c1cccc(Cl)c1	-0.1	16	0.1	0
CSc1ccc(CC2(CCC(=O)N(C)C3CCOCC3)CCC(=O)N2)cc1 (stereo unspecified)	0.6	3	-1.0	11
COc1ccccc1C(=O)NCCCCCC(=O)NN	-0.2	-8	-0.1	-6
Cc1ccc(NC(=O)C(=O)NCC2CCCN2S(=O)(=O)c2ccccc2)cc1C (stereo unspecified)	-0.1	-2	-0.8	-10
O=C(CN1C(=O)c2ccc([N+](=O)[O-])cc2C1=O)c1ccc(Cl)s1	-0.1	-1	0.2	-5
CC(O)CNCCCCOc1ccc2ccccc2c1Br (stereo unspecified)	-0.1	71*	0.6	3
O=C(CSc1ncc(S(=O)(=O)c2ccccc2)c(=O)[nH]1)Nc1ccc(Cl)cc1	0.0	-3	-1.4	5
COc1ccc(CNc2nc3nc(C)c(C)c(=O)n3[nH]2)cc1OC	0.0	-3	1.7	-2
O=C(CCCCC(=O)Nc1cc(C(F)(F)F)ccc1Cl)Nc1cc(C(F)(F)F)ccc1Cl	-0.2	3	0.0	-1
Cc1nnc2ccc(SCC(=O)NCCc3ccccc3)nn12	0.2	2	-0.1	-13
O=C(N/N=C/c1cccc(Oc2ccc([N+](=O)[O-])cc2[N+](=O)[O-])c1)c1cccnc1	0.1	16	-0.7	4
COc1ccc(S(=O)(=O)Nc2ccccc2[N+](=O)[O-])cc1	0.2	17	-0.7	9
NC(=O)c1cnc(N2CCN(c3ccccn3)CC2)s1	0.0	16	-0.5	4
CCOc1ccc(C(=O)N2CCc3ccccc3C2)cc1	0.8	14	-2.0	-5
Nc1cc(S(=O)(=O)N2CCCC2)ccc1OCC(F)(F)F	0.0	-17	1.0	-3

# Next part
Molecule	FBW7 activator	MITF primary	GPR151 activ	TEAD-YAP block
O=C(Cc1ccsc1)NNC(=O)CC12CC3CC(CC(C3)C1)C2	0.1	2	0.3	5
COc1ccc(-c2cc(-c3ccccc3)nc(SCC(N)=O)c2C#N)cc1	0.3	8	2.2	-12
COc1cc(CNCCCN2CCOCC2)ccc1OCC(=O)Nc1ccccc1	0.0	-3	0.1	-14
COc1cc(/C=C2\SC(=S)N(C)C2=O)cc(Br)c1O	0.9	7	1.9	1
Nc1nc(-c2cccc(C(F)(F)F)c2)cs1	0.1	9	-0.5	-25
COC(=O)c1ccc(C(=O)Nc2cccc3c2C(=O)c2ccccc2C3=O)cc1	1.2	10	-0.6	7
O=C1c2ccccc2C(=O)N1Cc1cc(=O)n2ccsc2n1	0.6	7	0.3	-1
COc1ccc(C2C(C#N)=C(N)N(c3ncn[nH]3)C3=C2C(=O)CC(C)(C)C3)c(OC)c1 (stereo unspecified)	0.0	0	0.2	5
O=C(CNC(=O)c1ccc(Cl)cc1Cl)OCC(=O)c1ccc(Br)cc1	0.2	5	0.0	7
COc1ccc(-n2cc(-c3ccccc3)c3c(N4CCCC4)ncnc32)cc1	0.1	13	0.0	-12
Cc1ccc(/C=C/C(=O)N2CCN(c3ccc([N+](=O)[O-])cc3)CC2)cc1	0.1	16	-2.0	2
O=C(COC(=O)c1ccc([N+](=O)[O-])cc1)NCC(F)(F)F	0.0	-1	0.7	-5
COc1ccc(NC(=O)C2=C(C)NC(=O)NC2c2ccc(C)cc2)cc1 (stereo unspecified)	0.0	-7	2.6	26
CCOC(=O)c1ccc(NC(=O)CSc2nnc(C(C)C)n2CC)cc1	0.1	6	-0.7	22
O=C(Cn1ncc2c1-c1ccccc1OC2)Nc1nccs1	0.1	6	0.7	0
CC(=O)Nc1ccc(Nc2nc(N3CCCC3CO)nc3c2ncn3Cc2ccc(C(F)(F)F)cc2)cc1 (stereo unspecified)	0.2	13	-0.4	-4
CC(=O)OC1CCC2(C)C3CCC4(C)C(C(C)=O)=CCC4C3CC3OC32C1 (stereo unspecified)	0.2	-6	-0.5	6
Cc1c(Cl)cccc1NC(=S)NCC(c1cccnc1)N(C)C (stereo unspecified)	-0.2	7	0.1	6
CC1=CC(C(F)(F)F)(C(F)(F)F)C(C#N)=C(N)N1c1ccc(F)c(Cl)c1	1.1	4	-0.5	8
O=C1C2C3C=CC(C3)C2C(=O)N1c1cc([N+](=O)[O-])cc(Cl)c1O (stereo unspecified)	0.2	16	0.5	-25
O=C(CN1C(=O)C(=O)N(C2CCCC2)C1=O)Nc1ccc([N+](=O)[O-])cc1	-0.2	4	0.5	-2
CCOC(=O)CC(=O)Nc1scc(-c2ccccc2)c1C(=O)OC	0.1	-7	-0.8	3
C/C(=C/c1oc2ccc(O)cc2c1[N+](=O)[O-])N(C)C	0.1	-22	1.6	0
CCOc1ccccc1NC(=O)CSCc1ccccc1C	0.1	12	-1.0	1
COCCNc1nc(-c2cccc(COC)c2)ccc1C(=O)Nc1cccc(OC)c1	0.0	-14	1.7	-5
Cc1cc(=O)[nH]c(-n2ncc(C(=O)N3CCN(c4ccccc4)CC3)c2C)n1	-0.5	-6	-0.9	4
COc1ccc(Cl)c2sc(N3CCN(C(=O)c4ccc(F)cc4)CC3)nc12	-0.1	7	0.4	10
CCN(C(=O)CCS(=O)(=O)c1ccc2c(c1)OCC(=O)N2)c1ccc(OC)cc1	0.1	15	0.2	-13
O=C(c1cccs1)N1CCN(Cc2cccc(Cl)c2)CC1	0.0	50	0.1	6
c1ccc2c(N3CCOCC3)nc(N3CCCCC3)nc2c1	0.4	6	-0.9	3

# In another format: results already given
compound: Cc1cc(=O)[nH]c(-n2ncc(C(=O)N3CCN(c4ccccc4)CC3)c2C)n1
  FBW7 activator = -0.5; MITF primary = -6; GPR151 activ = -0.9; TEAD-YAP block = 4

compound: COc1ccc(Cl)c2sc(N3CCN(C(=O)c4ccc(F)cc4)CC3)nc12
  FBW7 activator = -0.1; MITF primary = 7; GPR151 activ = 0.4; TEAD-YAP block = 10

compound: CCN(C(=O)CCS(=O)(=O)c1ccc2c(c1)OCC(=O)N2)c1ccc(OC)cc1
  FBW7 activator = 0.1; MITF primary = 15; GPR151 activ = 0.2; TEAD-YAP block = -13

compound: O=C(c1cccs1)N1CCN(Cc2cccc(Cl)c2)CC1
  FBW7 activator = 0.0; MITF primary = 50; GPR151 activ = 0.1; TEAD-YAP block = 6

# (more compounds)
Molecule	FBW7 activator	MITF primary	GPR151 activ	TEAD-YAP block
COc1cccc(CN2CCN(Cc3cccc(OC)c3)C(CCO)C2)c1 (stereo unspecified)	0.0	-8	-0.6	-1
Cc1ccc(NC(=O)C2COc3ccccc3O2)c([N+](=O)[O-])c1 (stereo unspecified)	-0.5	7	1.3	-61
O=C(CN(C1CCCCC1)S(=O)(=O)c1ccc(Br)cc1)N1CCCCC1	0.2	5	1.0	-6
CC(C)=CCN1CCc2nnc(C3CCCO3)n2CC1 (stereo unspecified)	0.1	-4	1.2	-21
COc1ccc(-c2c(OC(=O)COc3ccc(Br)cc3)ccc3oc(=O)sc23)cc1	-0.4	6	1.6	0
Fc1ccc(CSc2ncnc3nc[nH]c23)cc1	-0.1	3	-0.9	-1
O=C(COc1cccc([N+](=O)[O-])c1)Nc1c[nH]c(=O)[nH]c1=O	-0.1	6	0.5	5
O=C(NCCCNC1CCCCC1)c1ccco1	-0.1	-21	-1.5	0

# Bioassay records deposited in PubChem by The Scripps Research Institute Molecular Screening Center.

# Rows are unselected; any-hit rate near 3.4%.
